Bioassay records deposited in PubChem by several laboratories.
CHRM5 PAM = human M5 muscarinic receptor positive allosteric modulators, primary screen, CHO-K1 cells, Fluo-8 calcium fluorescence. CHO-K1 hM5, ACh EC20 PAM; 0% = ACh EC20, 100% = ACh EC100. 360,000 tested, 0.3% active. Muscarinic acetylcholine receptor M5 (Homo sapiens), P08912. activation, % at 3 µM;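 active = activation above the run cutoff, the mean activation of all test compounds plus 3 SD, cut at about 18% in these data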
Target sequence (P08912 whole entry, looked up): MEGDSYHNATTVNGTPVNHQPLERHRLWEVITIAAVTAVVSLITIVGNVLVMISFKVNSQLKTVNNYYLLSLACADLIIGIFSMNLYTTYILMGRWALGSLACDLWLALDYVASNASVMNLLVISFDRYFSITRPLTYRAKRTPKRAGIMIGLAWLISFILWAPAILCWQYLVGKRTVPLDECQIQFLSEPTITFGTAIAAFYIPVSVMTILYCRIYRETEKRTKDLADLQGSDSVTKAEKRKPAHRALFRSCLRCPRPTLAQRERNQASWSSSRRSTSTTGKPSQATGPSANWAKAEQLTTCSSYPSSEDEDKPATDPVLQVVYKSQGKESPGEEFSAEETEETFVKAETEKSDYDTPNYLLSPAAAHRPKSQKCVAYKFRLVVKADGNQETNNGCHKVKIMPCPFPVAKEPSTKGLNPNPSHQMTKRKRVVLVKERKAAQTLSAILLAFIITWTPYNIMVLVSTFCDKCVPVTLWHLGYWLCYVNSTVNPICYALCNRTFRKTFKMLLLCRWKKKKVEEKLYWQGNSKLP
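System – CHO-K1 hM5 cells · Compound – 3 µM, single dose · Incubation – compound preincubation 140 s before EC20 acetylcholine addition · Technique – Fluo-8 calcium fluorescence · Measure – Max/basal fluorescence ratio as % of EC20–EC100 ACh window · Benchmarks – low control EC20 acetylcholine (0%), high control EC100 acetylcholine (100%) · Replication – singlicate, one well per test compound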
CHRM5 agonist = human M5 muscarinic receptor agonists, primary screen, CHO-K1 cells, Fluo-8 calcium fluorescence; 360,000 tested, 0.19% active; Muscarinic acetylcholine receptor M5 (Homo sapiens), P08912; activation, % at 3 µM; CHO-K1 hM5 cells; 0% DMSO wells, 100% maximal acetylcholine response;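 active = activation above the run's mean over test compounds plus 3 SD, cut at about 23% in these data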;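 also: signal is peak over basal fluorescence ratio across the kinetic read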
CRFBP-R2 block = antagonists of CRF-BP/CRF-R2 complex, primary screen, cell-based, HEK293, calcium dye fluorescence, uHTS; CRF-induced calcium fluorescence; AID 588475, 2011; 350,000 tested, 0.59% active; inhibition, % at 11.8 µM;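 active = inhibition of the ligand-induced calcium signal above about 50% at the single tested concentration, limit read from the data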
CHRM4 agonist = human M4 muscarinic receptor agonists, primary screen, CHO-K1 cells, Fluo-8 calcium fluorescence; CHO-K1 hM4/Gqi5; vehicle 0%, full acetylcholine response 100%; 360,000 tested, 0.14% active; Muscarinic acetylcholine receptor M4 (Homo sapiens), P08173; activation, % at 3 µM;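 active = activation above the run mean over all test wells plus 3 SD, cut at about 32% in these data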;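 also: peak over basal fluorescence ratio per well then scaled between controls; 0% = DMSO wells and 100% = acetylcholine at EC100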
Target sequence (P08173 whole entry, looked up): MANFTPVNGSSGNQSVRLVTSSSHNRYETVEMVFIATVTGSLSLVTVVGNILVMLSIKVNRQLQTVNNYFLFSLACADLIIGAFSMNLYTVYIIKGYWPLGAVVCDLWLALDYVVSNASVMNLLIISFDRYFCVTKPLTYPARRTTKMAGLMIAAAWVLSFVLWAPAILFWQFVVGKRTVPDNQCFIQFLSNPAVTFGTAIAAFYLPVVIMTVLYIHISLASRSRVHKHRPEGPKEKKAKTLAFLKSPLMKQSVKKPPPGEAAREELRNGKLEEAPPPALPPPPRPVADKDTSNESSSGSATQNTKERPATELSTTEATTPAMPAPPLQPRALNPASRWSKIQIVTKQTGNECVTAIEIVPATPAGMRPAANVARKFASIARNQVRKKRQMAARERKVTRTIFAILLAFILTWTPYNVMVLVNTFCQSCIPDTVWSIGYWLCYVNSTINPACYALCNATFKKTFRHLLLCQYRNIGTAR
M4 PAM = human M4 muscarinic receptor positive allosteric modulators, primary screen, CHO-K1 cells, Fluo-8 calcium fluorescence. Muscarinic acetylcholine receptor M4 (Homo sapiens), P08173. CHO-K1 hM4/Gqi5, ACh EC20; 0% = ACh EC20, 100% = maximal ACh. activation, % at 3 µM. 360,000 tested, 0.4% active;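 active = activation above its plate's cutoff, the mean activation of sample wells plus 3 SD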; also: some results filed as inactive read as strong as hits
M4 antag = human M4 muscarinic receptor antagonists, primary screen, CHO cells, Fluo-8 calcium fluorescence; Muscarinic acetylcholine receptor M4 (Homo sapiens), P08173; CHO-hM4 cells, ACh EC80; inhibition, % at 3 µM; 360,000 tested, 0.73% active; AID 624125, 2012;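 active = inhibition above its plate's cutoff, the mean inhibition of sample wells plus 3 SD, cut at about 27% in these data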;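 also: 0% = acetylcholine EC80 with DMSO and 100% = DMSO without agonist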
M5 antag = human M5 muscarinic receptor antagonists, primary screen, CHO cells, Fluo-8 calcium fluorescence; CHO-hM5 cells, ACh EC80; inhibition, % at 3 µM; 360,000 tested, 0.59% active; AID 624040, 2012;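 active = inhibition above a per-plate cutoff, the mean of that plate's test compounds plus 3 SD, cut at about 27% in these data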;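 also: 0% = acetylcholine EC80 with DMSO and 100% = DMSO without agonist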
IDE cell inh = human IDE inhibitors in live cells, primary screen, fluorescence polarization, HEK cells, FAbetaB substrate. Insulin-degrading enzyme (Homo sapiens), P14735. FAbetaB cleavage. inhibition, % at 5.59 µM. 320,000 tested, 0.41% active. AID 434962, 2010;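 active = percent inhibition above the average of all tested compounds plus 3 SD, set per screening campaign, cut at about 16% in these data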;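 also: IDE supplied by intact live HEK cells; FP after avidin binding of uncleaved biotin substrate so inhibition keeps polarization high; 0% = DMSO wells and 100% = 60 µM reference IDE inhibitor Ii1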
CRFR2-BP ag = agonists of CRF-BP/CRF-R2 complex, primary screen, cell-based, HEK293, calcium dye fluorescence, uHTS | calcium dye fluorescence (FLIPR); percent of saturating CRF peptide response | AID 588473, 2011 | activation, % at 13.2 µM | CRF-binding protein / CRF receptor 2 complex (human) | 350,000 tested, 0.46% active;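 active = activation of at least 50%, plus an integration ratio under a set limit after plate pattern correction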;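 also: plate controls were neutral control wells without compound for no effect and CRF at EC100 for full effect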
Starred values were filed as active, the others as inactive; . = no result given.

nr	CHRM5 PAM	CHRM5 agonist	CRFBP-R2 block	CHRM4 agonist	M4 PAM	M4 antag	M5 antag	IDE cell inh	CRFR2-BP ag	canonical_smiles
1	-3	1	5	2	-1	-5	6	.	-1.1	C[C@H](O)[C@@H]1C(=O)N2CCc3ccc(-c4cccc(F)c4)cc3[C@@H]2C[C@@H]1N(C)C(=O)C(C)(C)C
2	-4	3	-1	2	6	-11	13	2	-1.9	COc1ccc(C(=O)NNC(=O)c2ccc(S(=O)(=O)N3CCCCC3)cc2)cc1
3	2	-1	1	1	4	6	1	-4	-6.6	CCNc1nc(NCC)n2c(SC(C)C(=O)c3ccc(C)cc3)nnc2n1 (configuration not stated)
4	14	5	.	6	17	0	-6	.	.	O=C(NCc1ccccc1)C(C1CC1)n1c(=O)c(-c2cc3ccccc3[nH]2)nc2ccccc21 (configuration not stated)
5	-4	0	9	1	-3	-2	-3	0	-1.2	O=CN1CCN(c2ncnc3c2nnn3Cc2c(F)cccc2Cl)CC1
6	4	-6	6	1	-3	0	-2	-4	-0.2	Cc1cccc(C)c1NC(=O)C1c2cccc[n+]2CC(=O)N1Cc1ccc2c(c1)OCO2 (configuration not stated)
7	0	-1	-6	-1	-3	-2	8	4	0.5	CN(Cc1c(C(=O)N2CCc3ccccc3C2)nc2ccc(Cl)cn12)C(C1CC1)C1CC1
8	3	0	-4	1	5	5	-4	-3	-2.0	O=C(O)C(NC(=O)c1ccccc1)=C(Cl)Cl
9	4	-1	-10	4	-8	1	7	-3	0.8	Cn1c(SCC(=O)NC(=O)CN2CCCC2=O)nnc1-c1ccc(F)cc1
10	8	-3	20	0	1	10	-8	-1	-3.0	C=CCOc1c(Br)cc(C2C3=C(CCCC3=O)N(C)C3=C2C(=O)CCC3)cc1OCC
11	-16	-6	-14	1	-6	3	-2	4	0.7	COc1cccc(OC)c1NC(=O)Cc1nn(C)c(=O)c2ccccc12
12	-2	-1	-1	0	14	5	11	-3	0.3	NC(=O)CC(NC(=O)c1ccc(Br)cc1)c1ccc(N2CCCCCC2)c([N+](=O)[O-])c1 (configuration not stated)
13	3	-3	7	2	4	6	1	5	0.1	CC1=CC(=O)C(C(C)C)=C/C1=N\OC(=O)c1cccc2nc(C)oc12
14	3	-15	-14	2	-11	-3	8	5	0.8	Cc1cccc(C)c1NC(=S)N(CCCN1CCCCC1)Cc1ccco1
15	13	-1	11	1	9	0	-9	1	-1.1	O=C(CSc1nccc(=O)[nH]1)c1cc2ccccc2o1
16	2	3	-12	5	3	-2	4	6	0.1	CC(OC(=O)CCC(=O)c1ccc(Cl)s1)C(=O)NC1(C#N)CCCCC1 (configuration not stated)
17	-2	1	-4	0	-1	14	-3	-3	-2.1	COc1ccc(OC)c(S(=O)(=O)Nc2cccnc2)c1
18	-4	0	-1	0	-4	2	6	-4	0.1	Cc1cnc(C)c(N2CCN(Cc3nc(-c4cccc(F)c4F)oc3C)CC2)n1
19	-4	3	0	9	-20	-7	8	-1	0.6	Cc1ccc(NC(=O)CC2SCCNC2=O)cc1[N+](=O)[O-] (configuration not stated)
20	-4	-4	11	0	-4	5	1	5	0.9	COc1ccc(NC(=S)N2CCC(c3ccccc3)C2)cc1 (configuration not stated)

An excerpt of these results, screen by screen:
[7] CN(Cc1c(C(=O)N2CCc3ccccc3C2)nc2ccc(Cl)cn12)C(C1CC1)C1CC1
[8] O=C(O)C(NC(=O)c1ccccc1)=C(Cl)Cl
[9] Cn1c(SCC(=O)NC(=O)CN2CCCC2=O)nnc1-c1ccc(F)cc1
[10] C=CCOc1c(Br)cc(C2C3=C(CCCC3=O)N(C)C3=C2C(=O)CCC3)cc1OCC
[11] COc1cccc(OC)c1NC(=O)Cc1nn(C)c(=O)c2ccccc12
[12] NC(=O)CC(NC(=O)c1ccc(Br)cc1)c1ccc(N2CCCCCC2)c([N+](=O)[O-])c1 (configuration not stated)
[13] CC1=CC(=O)C(C(C)C)=C/C1=N\OC(=O)c1cccc2nc(C)oc12
[14] Cc1cccc(C)c1NC(=S)N(CCCN1CCCCC1)Cc1ccco1
[15] O=C(CSc1nccc(=O)[nH]1)c1cc2ccccc2o1
[16] CC(OC(=O)CCC(=O)c1ccc(Cl)s1)C(=O)NC1(C#N)CCCCC1 (configuration not stated)

Assay by compound,7,8,9,10,11,12,13,14,15,16
CHRM5 PAM,0,3,4,8,-16,-2,3,3,13,2
CHRM5 agonist,-1,0,-1,-3,-6,-1,-3,-15,-1,3
CRFBP-R2 block,-6,-4,-10,20,-14,-1,7,-14,11,-12
CHRM4 agonist,-1,1,4,0,1,0,2,2,1,5
M4 PAM,-3,5,-8,1,-6,14,4,-11,9,3
M4 antag,-2,5,1,10,3,5,6,-3,0,-2
M5 antag,8,-4,7,-8,-2,11,1,8,-9,4
IDE cell inh,4,-3,-3,-1,4,-3,5,5,1,6
CRFR2-BP ag,0.5,-2.0,0.8,-3.0,0.7,0.3,0.1,0.8,-1.1,0.1

[17] COc1ccc(OC)c(S(=O)(=O)Nc2cccnc2)c1
[18] Cc1cnc(C)c(N2CCN(Cc3nc(-c4cccc(F)c4F)oc3C)CC2)n1

Assay by compound,17,18
CHRM5 PAM,-2,-4
CHRM5 agonist,1,0
CRFBP-R2 block,-4,-1
CHRM4 agonist,0,0
M4 PAM,-1,-4
M4 antag,14,2
M5 antag,-3,6
IDE cell inh,-3,-4
CRFR2-BP ag,-2.1,0.1

The list continues:
nr	CHRM5 PAM	CHRM5 agonist	CRFBP-R2 block	CHRM4 agonist	M4 PAM	M4 antag	M5 antag	IDE cell inh	CRFR2-BP ag	canonical_smiles
21	-3	-3	0	1	-1	0	-7	8	-6.6	O=C(/C=C/c1cccc([N+](=O)[O-])c1)NCc1ccc2c(c1)OCO2
22	-9	-2	-14	15	-5	3	19	1	2.3	O=C(CCNC(=O)C1CCN(S(=O)(=O)c2ccccc2)CC1)NCc1ccc(Cl)cc1Cl
23	-2	-2	10	1	-5	-3	0	.	-2.0	COc1ccc(C2/C=C\CC(NS(=O)(=O)c3ccc(C)cc3)CC(=O)N2Cc2ccccc2F)cc1 (configuration not stated)
24	7	-6	11	-1	19	-9	-14	9	-1.1	Cc1nc(NC(=O)CSc2nnc(-c3ccccc3)c(-c3ccccc3)n2)c(Cl)cc1Cl
25	5	2	5	2	12	1	3	-3	-0.7	Cc1ccc2c(c1)C(=O)CC1(CCCC1)O2
26	2	-2	1	1	-2	7	15	-1	-2.2	COCC(COS(N)(=O)=O)C(C)C (configuration not stated)
27	1	2	2	2	2	0	6	-5	1.3	COc1ccccc1OP(=O)(O)Oc1ccccc1OC
28	-1	-6	-14	0	8	10	-1	0	-1.2	Cc1ccccc1CN1C2=NCCCN2c2ccccc21
29	0	1	12	0	-3	-6	5	-5	-3.2	CCn1c(=O)c2c(nc(SCC(=O)NCC3CCCO3)n2C)n(C)c1=O (configuration not stated)
30	-4	0	3	1	12	5	2	0	-0.6	COc1cccc(CNC(=O)c2ccc(NS(=O)(=O)c3ccc4[nH]c(=O)[nH]c4c3)cc2)c1
31	-8	-2	-1	-1	-14	2	1	0	0.0	COC(=O)c1c(-c2ccccc2)csc1NC(=O)c1c(-c2ccccc2)noc1C
32	1	6	-22	2	-6	2	-4	1	-1.1	O=C(Nc1ccccc1N1CCCCC1)c1ccc2nccnc2c1
33	5	1	2	1	7	2	5	1	0.0	CC(CCc1ccccc1)NC(=O)CSc1nnnn1C (configuration not stated)
34	3	-3	-1	0	2	5	-4	2	-0.1	CC(C)NC(=O)COc1ccc(S(=O)(=O)N2CCOCC2)cc1
35	-1	1	1	0	4	2	12	-1	0.6	O=C(O)CC(NS(=O)(=O)c1ccc2c(c1)OCCO2)c1ccccc1[N+](=O)[O-] (configuration not stated)
36	-8	1	-18	8	-8	5	3	0	-2.0	COc1ccc(OC2C(=O)N(Cc3ccc(F)cc3)C2c2ccc(OC)c(OC)c2)cc1 (configuration not stated)
37	0	1	-3	1	11	0	-4	-3	1.3	O=C(O)c1ccc(/C=C/c2nc3ccccc3c(=O)[nH]2)cc1
38	-1	4	-41	4	15	-4	-1	-3	0.6	Cc1ccc2[nH]c(=O)c(C(c3nnnn3C(C)(C)C)N3CCN(C(=O)c4ccco4)CC3)cc2c1 (configuration not stated)
39	7	-4	-1	1	6	-5	-1	-1	16	O=C(N/N=C/c1ccco1)c1cc(-c2ccccc2)n[nH]1
40	-3	-2	-18	0	4	3	0	3	4.5	Cc1cc(C(F)(F)F)nn1Cc1n[nH]c(=S)n1Cc1ccccc1
41	0	1	7	0	0	2	-2	.	-1.8	O=C1NC(=O)C(=C2CCOC2=O)N1
42	3	-5	6	0	11	-31	-5	2	-0.9	CCc1ccc(NC(=O)[C@H](C)NC(=O)C2CCN(C(=O)[C@@H](NC(=O)OC(C)(C)C)C(C)C)CC2)cc1
43	-6	1	-4	1	2	3	3	-1	-0.3	CC(=O)Nc1ccc(S(=O)(=O)N(Cc2ccccc2)c2ccccn2)cc1
44	-4	1	4	-1	-5	1	10	-3	0.1	CC(C)(C)n1cn[nH]c1=S
45	0	3	-2	1	6	-6	5	.	-2.8	Cc1cccc(-c2nc(CS(=O)CC(=O)NC3CCCC3)c(C)o2)c1 (configuration not stated)
46	4	-8	-20	1	-13	-3	-9	7	0.0	CC(C(=O)NCC1CCCCC1)N1CCc2ccccc2C1 (configuration not stated)
47	0	-3	-19	4	-2	6	5	2	0.7	COc1cc(CNCc2ccco2)ccc1OCc1ccccc1
48	-1	4	.	7	2	-9	8	.	.	COc1c(C)cc(C(O)c2ncc(-c3ccc(Cl)cc3)[nH]2)cc1C (configuration not stated)
49	-8	8	-18	14	0	-15	8	3	1.5	CC(=O)N1CCSc2ccc(S(=O)(=O)Nc3cccc(C)c3)cc21
50	-3	0	6	1	-9	5	0	1	-1.4	CC(C)=CC(=O)Nc1ccc(Cl)cc1
51	8	0	8	0	-3	-5	6	5	-1.4	O=C(Nc1cccc(C(=O)O)c1)/C(=C\c1ccccc1)NC(=O)c1cccc2ccccc12
52	-5	-5	-1	2	-4	5	2	2	0.9	COc1ccc(CNC(=O)C2CCCN(S(=O)(=O)c3ccccc3)C2)cc1 (configuration not stated)
53	5	-2	1	0	0	-5	-14	.	-4.1	CN(C)C(=O)CCc1ccc2c3c([nH]c2c1)[C@]1(C)[C@@H](C(=O)N2CCCCC2)C[C@H](CC(=O)NCCC2=CCCCC2)C(=O)N1CC3
54	-17	-1	-44	15	-19	18	24	4	7.8	Cc1ccc(N/C(N)=N/c2nc(C)cc(N3CCCCC3)n2)c(C)c1
55	-1	7	8	-2	1	-3	7	-3	0.9	Cc1cccc(N2CCN(c3nc(C)cc(C)c3C#N)CC2C)c1 (configuration not stated)
